# High-throughput results as filed in PubChem BioAssay.
# Pf Dd2 growth: inhibitors of Plasmodium falciparum Dd2 growth; P. falciparum Dd2 growth, SYBR Green, 72 h; Potency, µM (highest dose often 28.9 µM), for the others: at the highest dose activity, negative = inhibition, actives largely listed as inhibitors; 4.3% of 120,000 active; AID 1347417; active = well fitted inhibition curve with a large enough effect; inconclusive = small, poorly fitted or top-dose-only effect; inactive = no such curve, though single readings can be large or run the other way;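 note: plate controls were DMSO vehicle for no effect and reference drug for full effect; nearly all actives have a fitted effect of over 65% in size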
#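 Infected erythrocytes (Dd2, 0.3% parasitemia, 2.5% hematocrit final) are added to compound in RPMI-1640/Albumax II medium, grown 72 h at 37C in low oxygen, then lysed with saponin/Triton-X containing SYBR Green and read by fluorescence.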
# * hit, by the source's call; i = inactive; u = inconclusive; [ ] = another dose, or the depositor's remark. Potency is the fitted concentration of half-maximal effect.
SMILES | Pf Dd2 growth
COc1ccc(CNC(=O)c2cc3c(=O)n(C)c4ccccc4c3n2C)c(OC)c1 | 22%
Cc1noc(C)c1CCNC(=O)CCc1ccc2c(c1)CN(S(C)(=O)=O)CCO2 | 3%
Cn1c(CNC(=O)c2cc3c(s2)CN(C2CC2)C3)nc2ccccc21 | u
COc1ccc(-c2nc(SCC(=O)NC3CCCC3)c(-c3ccc(C)cc3)[nH]2)cc1OC | u
COC(=O)[C@@H]1Cc2c[nH]c3cccc(c23)[C@H](CC(C)C)N1 | u
CCOc1ccccc1NC(=O)c1cc2cc(C)ccc2n1C | -21%
CCN(CC)S(=O)(=O)c1ccc(C(=O)Nc2nc3c(Cl)cc(Cl)cc3s2)cc1 | 33%[activator]
O=C(NCc1cc2n(n1)CCN(C1CCCCC1)C2)c1noc2c1CCCC2 | u
Cc1noc([C@@H]2CN(C(=O)Cc3ccc(Cl)cc3)C[C@H]2C(N)=O)n1 | 29%
COCC(=O)Nc1cccc(C(=O)N(Cc2ccsc2)CC(C)C)c1 | -18%
COc1ccc(C2=NOC3(CCN(Cc4ccc(N(C)C)cc4)C3)C2)cc1 (stereo not drawn) | i
CC1(C(=O)N2CCC(C3CCN(S(C)(=O)=O)CC3)C2)CCOCC1 (stereo not drawn) | 48%[activator]
O=S(=O)(c1ccccc1C(F)(F)F)N1CCC2(CCCNC2)C1 (stereo not drawn) | 7.9µM*
CN1CCN(C(=O)[C@@H]2CCC[C@@H](NC3CCOCC3)CN(C)C(=O)C2)CC1 | 35%[activator][44.1 µM]
CCOc1cccc(Nc2nn(-c3ccc(OC(F)(F)F)cc3)nc2C(C)=O)c1 | 33%
O=c1c2cccnc2n(Cc2ccccc2F)c(=O)n1Cc1ccc(F)cc1 | 39%[activator]
C=CCC1(CO)CCCN(C(=O)CCN(C)S(C)(=O)=O)C1 (stereo not drawn) | -3%
CC(=O)N1CCc2c(sc3c2c(=O)n(-c2ccccc2Cl)c(=O)n3C)C1 | 30%
COc1ccc(CN2C[C@@H]3C(=O)N(Cc4ccc5c(c4)OCO5)C(=O)[C@@H]3C2)cc1OC | -15%
COc1ccc(-c2noc(-c3nnn4c3COC(c3ccc(F)cc3)C4)n2)cc1OC (stereo not drawn) | -16%
CCN1C(=O)Cc2cc(C(=O)Nc3ccc(F)cc3)ccc21 | 0%
Cc1cc(C)c(NC(=O)c2sc3nc(C)cc(C)c3c2N)c(C)c1 | u
COCC(=O)N1CCCC(c2cc(N3CCOCC3)nc(C)n2)C1 (stereo not drawn) | 11%
CCOc1ccc(C(=O)Nc2ccc3nc(Nc4cccc(C(F)(F)F)c4)cc(C)c3c2)cc1OCC | 3.2µM*
Cc1ccc(CNC(=O)C2CCCN(c3cnn(Cc4ccccc4)c(=O)c3)C2)o1 (stereo not drawn) | i
Cc1noc(C)c1CN1CCc2nc(C(=O)NCc3ccccc3)oc2CC1 | i
COc1cc2c(cc1OC)n(CC(=O)c1ccc(F)cc1)c(=O)n1nc(CCn3nc(C)cc3C)nc21 | i
CCCCNc1nc(Oc2ccc(=O)n(C)n2)nc(N2CCOCC2)n1 | i
CC(C)(C)OC(=O)N1CCC(c2c(C(=O)N3CCN(c4ccccc4F)CC3)cnn2-c2ccccc2Cl)CC1 | 13µM*
Cc1cccc(S(=O)(=O)c2cn(C)c3cc(N4CCN(c5ccc(F)cc5)CC4)c(F)cc3c2=O)c1 | u
CC(=O)NCCNC(=O)C[C@@H]1CCNC[C@@H]1Cc1cc(-c2ccccc2)on1 | 15%[44.1 µM]
O=C1CN(C(=O)c2ccc(S(=O)(=O)N3CCCCC3)cc2)C(c2ccc(F)cc2)c2cc(Br)ccc2N1 (stereo not drawn) | u
COc1cccc(C(=O)N2CCCCCC2c2nc(C)no2)c1 (stereo not drawn) | 9%
CC1CCC2(CC1)NC(=O)N(CC(=O)N(C)c1ccccc1)C2=O (stereo not drawn) | 14%
CCOC(=O)C1CCCN(C(=O)Cn2ncc3c(C)n(Cc4ccc(F)cc4)c(C)c3c2=O)C1 (stereo not drawn) | u
COc1ccc(CCNC(=O)CCN2N=C(c3ccccc3)CCC2=O)cc1OC | -17%
COc1cccc(S(=O)(=O)N2CCC(N3C(=O)[C@H](OC)[C@@H]3c3ccncc3)CC2)c1 | -5%
Cc1cccc(C)c1NC(=O)C1CCCN(S(=O)(=O)c2c(C)noc2/C=C/N(C)C)C1 (stereo not drawn) | -10%
CCn1c2ccccc2c2cc(C(=O)N3CCCCCCNC(=O)CC3)ccc21 | -18%
O=C1CN(c2ccc(C(=O)N3C[C@@H](C(=O)O)[C@H](C4CC4)C3)cc2)C(=O)N1 | -18%
CCn1cc(-c2ccc(F)cc2)cc1C(=O)N1CCCCCC1 | u
CC(C)(C)c1nc(C(=O)NCc2cccnc2)n2ccccc12 | u
COc1ccc(C(=O)N[C@H]2CCN3C(=O)c4cc(Br)ccc4NC(=O)[C@@H]3C2)cc1 | -24%
CC(C)CN(CCNC(=O)c1cc(-c2ccc(Cl)s2)nc2ccccc12)CC(C)C | u
CN1CCN(c2ccc3ncc(Nc4cccc(C(F)(F)F)c4)n3n2)CC1 | u
CCC(=O)N1CCCC1c1nc(CCOCC2CCCC2)no1 (stereo not drawn) | -8%
CCOC(=O)CC(=O)CSc1nc2ccccc2c(=O)n1CCc1ccc(S(N)(=O)=O)cc1 | -28%
CCN(Cc1ccccc1)Cc1c(O)ccc2c(=O)c(-c3ccccc3Cl)c(C(F)(F)F)oc12 | 8.9µM*
COC(=O)c1c(NC(=O)c2ccccc2)c2cc(NC3CCOCC3)cnc2n1CC1CCCO1 (stereo not drawn) | 2%
CN1C[C@@H](NC(=O)CC(C)(C)C)C[C@H]1c1nc(Cc2ccccc2)no1 | u
Cc1cc(C)cc(NC(=O)CCN2C(=O)c3ccccc3Sc3ncccc32)c1 | -17%
COc1ccc(-c2nc(C(C)C)nc3c2CCN(C(=O)Cc2ccc(F)cc2)CC3)cc1 | u
COCc1ccc2c(c1)c(OC(C)(C)C(=O)NCCCN1CCCC1=O)nn2CCC(C)C | -30%
COc1ccc(CCNC(=O)C(C)C2CCOCC2)cc1OC (stereo not drawn) | 65%[activator]
O=C(O)Cn1nc(C2CCCC2)nc1-c1cccc(Cn2cccn2)c1 | -5%
CN(C)c1ccc(C(=O)N2CCN(S(C)(=O)=O)[C@H](C(=O)N[C@H](Cc3c[nH]c4ccccc34)C(N)=O)C2)cc1 | -12%
Cc1cc(C(=O)N2C[C@@H](Oc3cccnc3)C[C@H]2C(=O)N2CCOCC2)n(C)n1 | 13%
CCOC(=O)C1CCN(C(c2ccc(C)cc2)c2c(O)cc(C)n(CCOC)c2=O)CC1 (stereo not drawn) | 35%[activator]
COc1ccc(CCNC(=O)C2CCCCC(=O)N2C)cc1OC (stereo not drawn) | 135%[activator]
CCC(=O)Nc1ccc(C2(C(=O)NCc3ccc(Br)cc3)CCC2)cc1 | 2%

# Additional records
SMILES | Pf Dd2 growth
NC(=O)CSc1ncc2c(n1)-c1ccccc1N(Cc1ccc(Cl)cc1)S2(=O)=O | i
CCC(=O)N1CCc2cc(CNC(=O)c3ccc(OC)cc3)ccc21 | 4%
CN(C(=O)c1ccc(C(F)(F)F)cc1)C1CCc2ccccc21 (stereo not drawn) | u
Cc1ccc(NC(=O)C2CCN(C(=O)c3cnn(-c4ccccc4)c3-n3cccc3)CC2)cc1Cl | -12%
Cc1noc(-c2nc(-c3ccccc3C)no2)n1 | 2%
CCCN(CC1CCOC1)C(=O)Nc1ccc(OC)c(F)c1 (stereo not drawn) | i[5.79 µM]
CN(CCc1ccccn1)C[C@H]1CN2CC[C@H]1C[C@@H]2CNC(=O)c1ccccc1 | u
COc1ccc2[nH]c3c(c2c1)CCNC31CCN(C(=O)c2nccn2C)CC1 | -16%
O=C(CN1C(=O)NC(c2ccccc2Cl)C2=C1COC2=O)Nc1cccc(C(F)(F)F)c1 (stereo not drawn) | u
CC1=NOC2(CCN(C(=O)c3ccc4c(c3)OCO4)C2)C1 (stereo not drawn) | -11%[44.1 µM]
CCCOCCCNC(=O)c1c(C)noc1-c1cc(OC)c(OC)c(OC)c1 | -23%
CCn1c(CN(C)C)nnc1C1CCN(C(=O)Cn2nc(C)cc2N)CC1 | 6%
CNC(=O)[C@@H]1C[C@@H](O)CN1C1CCN(C(=O)c2ccc(Cn3nc(C)cc3C)o2)CC1 | 8%
Cc1cc(C)cc(C(=O)N2CCC3(CC2)N=C(c2ccc(Cl)cc2)NO3)c1 | 0%
CCC(CC)c1cc([C@H]2CN3CC[C@H]2C[C@@H]3CNC(=O)c2ccccc2)nc(-c2ccncc2)n1 | u
Nc1nc(NCCCc2ccco2)cc(C2CC(O)C2)n1 (stereo not drawn) | u
Cc1ccc(-n2ncc3c(N4CCN(Cc5ccccc5)CC4)ncnc32)cc1C | 34%[activator]
CCCCN(CC)CCCNC(=O)c1sc2nc(C)cc(C)c2c1-n1cccc1 | -18%
CCN1c2cc(C(=O)NCc3cccc(Cl)c3)ccc2C(=O)N2CCCCC21 (stereo not drawn) | i
O=C(Nc1ccc(Oc2ccccc2)cc1)O[C@@H]1CO[C@H]2[C@@H]1OC[C@@H]2Nc1nccc(-c2cccs2)n1 | -5%
CCN(CCOc1ccccc1)C(=O)c1ccoc1C | u
COc1ccc(-c2nc3ccc(NS(C)(=O)=O)cc3o2)cc1 | -1%
CCOc1ccc(C(=O)Nc2ccc(S(=O)(=O)N3CCCCC3c3cccnc3)cc2)cc1 (stereo not drawn) | u
Cc1noc(C)c1S(=O)(=O)N1CC[C@@H]2C(=O)NCCCCCCN(Cc3ccncc3)[C@@H]2C1 | -29%
O=C(Cn1nc2c(cc1=O)CCCCC2)NCc1ccccc1 | -18%
CCC1c2nccn2CCCN1C(=O)COC (stereo not drawn) | 29%
CN1c2cc(C(=O)Nc3ccc(OC(F)(F)F)cc3)ccc2C(=O)N2CCCC21 (stereo not drawn) | i
COc1ccc(NC(=O)Cn2c(=O)n(Cc3nc(-c4ccccc4)no3)c(=O)c3cc4c(cc32)OCO4)cc1Cl | u
CO[C@@H]1COCC[C@H]1NC(=O)CCCn1nnc(-c2ccc(F)cc2)n1 | -1%
CCCCCNC(=O)Cc1csc2nc(C)c(-c3cc(C)n(-c4cc(F)ccc4C)n3)c(=O)n12 | -13%
Cc1nc(-c2ccc(Cl)cc2)n(Cc2ccc(F)cc2)c(=O)c1CCO | i
COc1ccc(C2Cn3cnc(C(=O)N4CCC(C(=O)NCc5ccccc5)CC4)c3CO2)cc1 (stereo not drawn) | i
CC(C)(C)CC(=O)N1C[C@@H]2C[C@H](C1)c1ccc(NC(=O)Nc3cccc(F)c3)c(=O)n1C2 | i
CCOC(=O)c1scc(-c2ccc(C)cc2)c1S(=O)(=O)Nc1cccc(CC)c1 | u
COc1cc(CN2C[C@@H]3C(=O)N(C)C(=O)[C@@H]3C2)cc(OC)c1 | 23%
CCOCCCNC(=O)CCc1nc(C2CCCN2C(=O)c2ccccc2)no1 (stereo not drawn) | -11%
CCCCNC(=O)c1c(C)oc2ncn(CC(C)C)c(=O)c12 | i
O=C(NCCCn1ccnc1)C1CCCN(c2nc(-c3ccccc3)nc3c2CCC3)C1 (stereo not drawn) | i
Cc1ccc(S(=O)(=O)c2nnn3c2nc(NCc2cccs2)c2sccc23)cc1C | -30%
CN(CCc1ccccc1)C(=O)CCC1CCN(c2cc(NC3CC3)ncn2)CC1 | u

# Given as labelled records: part of the list above
> COc1ccc(C2Cn3cnc(C(=O)N4CCC(C(=O)NCc5ccccc5)CC4)c3CO2)cc1 (stereo not drawn)
  Pf Dd2 growth: i

> CC(C)(C)CC(=O)N1C[C@@H]2C[C@H](C1)c1ccc(NC(=O)Nc3cccc(F)c3)c(=O)n1C2
  Pf Dd2 growth: i

> CCOC(=O)c1scc(-c2ccc(C)cc2)c1S(=O)(=O)Nc1cccc(CC)c1
  Pf Dd2 growth: u

> COc1cc(CN2C[C@@H]3C(=O)N(C)C(=O)[C@@H]3C2)cc(OC)c1
  Pf Dd2 growth: 23%

# The main list resumes, starting 3 compounds before the break.
SMILES | Pf Dd2 growth
O=C(NCCCn1ccnc1)C1CCCN(c2nc(-c3ccccc3)nc3c2CCC3)C1 (stereo not drawn) | i
Cc1ccc(S(=O)(=O)c2nnn3c2nc(NCc2cccs2)c2sccc23)cc1C | -30%
CN(CCc1ccccc1)C(=O)CCC1CCN(c2cc(NC3CC3)ncn2)CC1 | u
Cc1cccc(NC(=O)c2cc3c(N4CCSCC4)nc(C)cn3n2)c1 | -14%
CC(C)c1ccc(NC(=O)C2CCCN2S(=O)(=O)c2ccc3nc(-c4ccccc4)[nH]c3c2)cc1 (stereo not drawn) | u
Cc1nc(N2CCC(NC(=O)c3ccc4ccccc4n3)CC2)cc(C(F)(F)F)n1 | u
Cc1ccc(-c2cc(C(F)(F)F)n3nc(C(=O)Nc4sc5c(c4C#N)CCC(C)C5)cc3n2)cc1 (stereo not drawn) | 87%[activator]
c1ccc2c(-c3cn(CC4CNCCO4)nn3)ccnc2c1 (stereo not drawn) | -20%
COc1ccc(C(=O)Nc2cccc(-c3nnc4n3CCCC4)c2)cc1 | 10µM*
Cc1cccc(C(=O)NC2CCN(c3cc(-c4ccc(F)cc4)[nH]n3)CC2)c1 | i
Cc1ncc(S(C)(=O)=O)c(N2CC(N3CCCCC3C)C2)n1 (stereo not drawn) | -7%
Cc1ccccc1NC(=O)Cn1nnc(C(=O)NCc2ccco2)c1N | -1%

# These rows are one share of the data, so the mix of outcomes need not match the whole.
